LDHA block: qHTS assay for inhibitors of human lactate dehydrogenase; activity change, % (values are at about 110 or 230 µM); 480,000 tested, 0.15% active; L-lactate dehydrogenase A chain (Homo sapiens), P00338; purified LDHA, NADH/diaphorase-resazurin fluorescence; active compounds read low; in the data active means activity change below about -30%; inconclusive means mostly about -25% to -30%;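 further: plate controls were DMSO wells for no effect and wells without enzyme for full effect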
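Resorufin fluorescence (ex540/em590), read at 0 and 20 min after diaphorase/resazurin addition, reports the NADH left after a 5 min room-temperature reaction of 2 nM human LDH5 with 0.06 mM NADH and 0.2 mM pyruvate.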
RGS4 inhibitor: Inhibitors of Regulator of G Protein Signaling (RGS) 4: qHTS; Regulator of G-protein signaling 4 (Homo sapiens), P49798; Transcreener GDP fluorescence polarization, RGS4-accelerated GTP hydrolysis; Potency, µM (titrated, usually from 114 µM), without a hit: at the highest dose activity change, negative = inhibition, actives largely listed as inhibitors; 390,000 tested, 0.039% active; further: potency means the concentration at half of the fitted maximal effect; on the % scale 0 is the no-effect control and ±100 the full control effect; nearly all actives have a fitted effect of over 75% in size; some results filed as inactive show a strong effect at the top dose
Target sequence (P49798 whole entry, looked up): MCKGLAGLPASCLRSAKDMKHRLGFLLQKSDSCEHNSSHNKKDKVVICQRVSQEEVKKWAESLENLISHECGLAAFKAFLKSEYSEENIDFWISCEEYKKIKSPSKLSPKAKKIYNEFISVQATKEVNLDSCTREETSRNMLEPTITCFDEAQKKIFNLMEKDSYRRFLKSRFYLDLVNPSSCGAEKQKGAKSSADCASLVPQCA
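MLSMR compounds (23 nl, pin-transferred) preincubated 10 min at room temperature with a 500nM (2x) first reagent, then RGS4 at 900nM (2x) plus Transcreener GDP mix added; fluorescence polarization (620/688 nm) read before and after 90 min at 30 °C.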
USP1-UAF1 inh: Inhibitors of USP1/UAF1: Primary Screen. recombinant USP1/UAF1, Ub-Rhodamine cleavage fluorescence. 390,000 tested, 0.23% active. Potency, µM (doses to about 57.1 µM), for the others: at the top dose activity change, negative = inhibition, most hits filed as inhibitors. Ubiquitin carboxyl-terminal hydrolase 1 (Homo sapiens), O94782; further: potency means the concentration at half of the fitted maximal effect; on the % scale 0 is the no-effect control and ±100 the full control effect; nearly all actives have a fitted effect of over 60% in size; inactives centre near -12
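USP1/UAF1 complex at 1 nM was preincubated with compound for 15 min at room temperature, then Ub-Rho substrate (150nM final) was added. Fluorescence (480/540 nm) was read kinetically, 6 reads every 60 seconds.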
rTrxR1 inhibitor: qHTS Assay for Inhibitors of Mammalian Selenoprotein Thioredoxin Reductase 1 (TrxR1): qHTS; 390,000 tested, 1% active; AID 588453, 2011; Potency, µM (top dose mostly 114 µM), without a hit: top-dose activity change, negative = inhibition, most hits filed as inhibitors; Thioredoxin reductase 1, cytoplasmic (Rattus norvegicus), O89049; recombinant rTrxR1, NADPH fluorescence consumption, selenite substrate; further: potency means the concentration at half of the fitted maximal effect; on the % scale 0 is the no-effect control and ±100 the full control effect; nearly all actives have a fitted effect of over 65% in size
Target sequence (O89049 whole entry, looked up): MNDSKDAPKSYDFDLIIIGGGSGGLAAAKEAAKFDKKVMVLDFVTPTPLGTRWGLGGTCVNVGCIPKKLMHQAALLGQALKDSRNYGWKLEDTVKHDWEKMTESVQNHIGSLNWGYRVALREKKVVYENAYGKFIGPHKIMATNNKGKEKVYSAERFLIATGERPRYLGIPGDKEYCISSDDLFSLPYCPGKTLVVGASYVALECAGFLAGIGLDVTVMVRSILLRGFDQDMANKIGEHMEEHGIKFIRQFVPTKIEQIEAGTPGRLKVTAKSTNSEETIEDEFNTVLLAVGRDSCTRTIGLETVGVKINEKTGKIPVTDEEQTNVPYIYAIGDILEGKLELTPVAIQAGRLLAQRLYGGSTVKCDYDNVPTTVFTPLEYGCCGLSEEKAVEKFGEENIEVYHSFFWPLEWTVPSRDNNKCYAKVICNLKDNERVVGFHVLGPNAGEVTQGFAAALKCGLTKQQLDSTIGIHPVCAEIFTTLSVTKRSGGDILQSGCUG
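Rat TrxR1 (90 nM in the dispensed reagent) was pre-reduced with 400 uM NADPH for 5 min at room temperature, then incubated with compound for 15 min. After 400 uM selenite was added, NADPH fluorescence (Ex 340/Em 450 nm) was followed for 8 min.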
mIDH1 inhibitor: qHTS for Inhibitors of mutant isocitrate dehydrogenase 1 (IDH1): qHTS. Potency, µM (titrated, usually from 76.6 µM), for inactives: at the highest dose activity change, negative = inhibition, usual class: inhibitors. IDH1-R132H enzyme, NADPH consumption, diaphorase/resazurin fluorescence. 390,000 tested, 0.093% active. Isocitrate dehydrogenase [NADP] cytoplasmic (Homo sapiens), O75874; further: potency means the concentration at half of the fitted maximal effect; on the % scale 0 is the no-effect control and ±100 the full control effect; nearly all actives have a fitted effect of over 65% in size
Target sequence (O75874 whole entry R132H, stated change not applied): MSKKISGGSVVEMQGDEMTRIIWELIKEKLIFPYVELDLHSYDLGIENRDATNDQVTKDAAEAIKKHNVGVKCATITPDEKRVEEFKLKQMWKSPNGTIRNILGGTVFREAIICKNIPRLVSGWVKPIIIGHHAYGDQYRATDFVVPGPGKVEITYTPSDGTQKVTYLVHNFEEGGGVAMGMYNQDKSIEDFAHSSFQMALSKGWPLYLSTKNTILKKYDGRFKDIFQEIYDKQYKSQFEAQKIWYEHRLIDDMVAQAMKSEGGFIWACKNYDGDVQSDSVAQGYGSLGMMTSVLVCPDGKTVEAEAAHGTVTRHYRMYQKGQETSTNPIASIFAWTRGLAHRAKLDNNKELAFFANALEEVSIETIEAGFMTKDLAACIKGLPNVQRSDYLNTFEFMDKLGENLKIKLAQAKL
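IDH1-R132H (0.5 ug/mL) preincubated 30 min with compound, then NADPH (0.016 mM) and alpha-KG (2 mM) added; 80 min at RT, pH 7.5. Remaining NADPH coupled via diaphorase/resazurin to fluorescence (540/590 nm); concentration-response curves normalized to no-enzyme control.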
Vif-APOBEC3F blk: qHTS for Inhibitors of Vif-A3F Interactions: qHTS | HeLa A3F-eYFP + Vif (tagged APOBEC3F with the HIV-1 protein that degrades it), YFP fluorescence increase | Potency, µM (highest dose often 46.1 µM), without a hit: top-dose activity, negative = active | 390,000 tested, 0.2% active | AID 602313, 2012; further: potency means the concentration at half of the fitted maximal effect; % of control where 0% means no effect; nearly all actives have a fitted effect of over 65% in size
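HeLa cells stably expressing Vif plus C-terminally eYFP-tagged A3F were seeded, incubated overnight at 37 deg C, dosed with compound, incubated overnight again at 37 deg C. Yellow fluorescence (Ex 488/Em 500-530) reported blocked Vif-mediated A3F-eYFP degradation.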
Vif-APOBEC3G blk: qHTS for Inhibitors of Vif-A3G Interactions: qHTS. DNA dC->dU-editing enzyme APOBEC-3G (Homo sapiens), Q9HC16. HeLa A3G-eYFP + Vif (tagged APOBEC3G with the HIV-1 protein that degrades it), YFP fluorescence, overnight. Potency, µM (highest dose often 46.1 µM), inactives show at the top dose activity, negative = active, usual class: inhibitors. 410,000 tested, 0.076% active;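 further: potency means the concentration at half of the fitted maximal effect; on the % scale 0 is the no-effect control and ±100 the full control effect; nearly all actives have a fitted effect of over 60% in size; hits raise eYFP signal because A3G escapes Vif-driven loss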
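Read-out is eYFP fluorescence (Ex 488/Em 500-530) from Vif-expressing HeLa A3G-eYFP cells; more signal means A3G escaped Vif-mediated degradation. Cells plated overnight, compound pinned in, incubated overnight at 37 deg C.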
Glioma ERSR ind: qHTS for Inducers of the Endoplasmic Reticulum Stress Response (ERSR) in Human Glioma: qHTS. U87-MG GRP78 promoter luciferase reporter, 16 h. Potency, µM, without a hit: at the highest dose activation, hits mostly activators. 420,000 tested, 0.02% active. AID 602332, 2012; further: potency means the concentration at half of the fitted maximal effect; series mostly up to about 76 µM; % of control where 0% means no effect; nearly all actives have a fitted effect of over 35% in size
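ERSR induction read as luciferase luminescence (Bright-Glo, 10 min at room temperature) in stably transfected human U87-MG glioma cells exposed to compounds for 16 h, using GRP78 as sensor.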
TrxR1 substrate: qHTS Assay for Substrates of Mammalian Selenoprotein Thioredoxin Reductase 1 (TrxR1): qHTS; AID 588456, 2011; purified TrxR1 substrate turnover, NADPH consumption readout; Potency, µM (series often up to 114 µM), inactives show at the highest dose activity change, negative = substrate turnover; 390,000 tested, 0.01% active; Thioredoxin reductase 1, cytoplasmic (Rattus norvegicus), O89049; further: potency means the concentration at half of the fitted maximal effect; on the % scale 0 is the no-effect control and ±100 the full control effect; nearly all actives have a fitted effect of over 50% in size
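Rat TrxR1, dispensed at 90 nM, was prereduced with 400 uM NADPH (final) for 5 min at ~22 deg C, then incubated with compound 15 min before 400 uM selenite. A first-read NADPH fluorescence drop versus no-compound background flagged substrates.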
Active calls of the source: *; ? = inconclusive; . = not tested or not shown; [ ] = remark or other dose. Unless noted, the call rests on the fitted dose curve; in most records, active means well fitted curve in the direction sought with a large enough effect; inconclusive means small, poorly fitted or top-dose-only effect, or another doubt; inactive means no such curve, though single readings can be large; an effect the other way counts as inactive or inconclusive.

SMILES	LDHA block	RGS4 inhibitor	USP1-UAF1 inh	rTrxR1 inhibitor	mIDH1 inhibitor	Vif-APOBEC3F blk	Vif-APOBEC3G blk	Glioma ERSR ind	TrxR1 substrate
O=C(O)c1ccc(N2C(=O)CC(N3CCN(c4ccc(Cl)cc4)CC3)C2=O)cc1 (stereo unspecified)	-4	8%	-14%	10%	-1%	7%	0%	-4%	2%
O=C(NCCN1CCN(c2ccccc2F)CC1)C1COc2ccccc2C1 (stereo unspecified)	-10	-4%	-7%	9%[57.1 µM]	18%	-7%	2%	-3%	0%[57.1 µM]
Cc1cccc(NC(=O)/C(C#N)=C/c2cccc([N+](=O)[O-])c2)n1	-2	-7%	-12%	-7%[57.1 µM]	-4%	3%	1%	-4%	-7%[57.1 µM]
Nc1ccc2oc(CCc3ccccc3)nc2c1	17	4%	-19%	-15%	8%	-7%	0%	-8%	2%
CCCC(=O)Nc1nnc(SCC(=O)Nc2ccc3c(c2)OCO3)s1	-4	0%	-17%	4%	5%	-1%	-2%	1%	0%
Cc1nonc1OC(C)CNc1ccc([N+](=O)[O-])cc1 (stereo unspecified)	-8	0%	-15%	6%[57.1 µM]	0%	-4%	0%	-2%	2%[57.1 µM]
O=C(CSc1nnc(SCc2ccccc2)s1)N/N=C/c1c(Cl)cccc1Cl	0	-11%	-20%	10%[57.1 µM]	5%	3%	-4%	0%	7%[57.1 µM]
COCCNC(=O)CSc1nc2ccccc2c(=O)n1CCC(=O)NCCc1ccc(OC)c(OC)c1	3	16%	-5%	20%[11.4 µM]	-4%	3%	0%	-5%	3%[11.4 µM]
N=c1c(C(=O)NCCc2ccccc2)cc2c(=O)n3ccccc3nc2n1CC1CCCO1 (stereo unspecified)	-2	16%	-17%	108%[activator]	4%	-1%	2%	-3%	680%[activator]
Cc1nn(C)c(C)c1Nc1ccc(N2C(=O)C3C4C=CC(C4)C3C2=O)cc1[N+](=O)[O-] (stereo unspecified)	18	-32%	-13%	18%	0%	-1%	0%	-3%	10%
COc1ccc(Cl)cc1NC(=O)CN(C)C(=O)Cc1n[nH]c(=O)c2ccccc12	-2	-4%	-16%	16%	6%	9%	-1%	-4%	3%
COc1cc(CCCN2C(=O)C(=O)NC[C@@H]2CC2CCCCC2)cc(OC)c1OC	-11	12%	18%	12%	-8%	1%	2%	-2%	7%[57.1 µM]
CC(C)C(=O)N1CCN(c2ccc(NC(=O)c3ccc(Br)o3)cc2)CC1	-3	-50%	-8%	3%	-1%	-4%	0%	-6%	-1%
O=C(Nc1ccc2c(c1)OCCO2)c1ccc(NC(=O)C2CCCO2)cc1 (stereo unspecified)	10	-23%	-3%	9%	6%	4%	-6%	-11%	1%
CCCC(=O)Nc1ccc(Cl)c(NC(=O)c2ccc([N+](=O)[O-])cc2Cl)c1	1	-35%	-13%	9%	0%	-1%	0%	-5%	0%
COc1ccccc1-n1cnnc1SC1CCOC1=O (stereo unspecified)	-4	20%	-16%	9%[57.1 µM]	0%	-6%	-4%	-2%	11%[57.1 µM]
CC1(c2ccccc2)C(C#N)C(=O)NC(=O)C1C#N (stereo unspecified)	-2	-8%	1%	4%[2.29 µM]	1%	-1%	0%	-2%	-6%[57.1 µM]
O=C(O)Cc1ccc(NC(=O)CCN2C(=O)c3ccc([N+](=O)[O-])cc3C2=O)cc1	-4	7%	-18%	20%	2%	3%	-3%	-1%	5%[57.1 µM]
CCC(c1ccccc1)C(CC)c1cc(O)c(O)c(O)c1 (stereo unspecified)	18	?	-14%	20%[2.29 µM]	0%	-7%	-21%	3%	11%[2.29 µM]
CCCc1cc(=O)[nH]c(SCC(=O)N2c3ccccc3NC(=O)C2(C)C)n1	-4	8%	-2%	39%	0%	-10%	0%	-4%	5%
Cc1cc2nc(-c3ccc[nH]c3=O)n(Cc3ccccc3F)c2cc1C	-3	-7%	-1%	30%[57.1 µM]	3%	-6%	1%	0%	118%[activator][57.1 µM]
COc1cccc(-c2nn(-c3ccccc3)cc2C(=O)n2nnc3ccccc32)c1	0	14%	-4%	4%	3%	-2%	-3%	-2%	5%
CC(Oc1ccc(Br)cc1)C(=O)Nc1cc(Cl)ccc1N1CCN(C)CC1 (stereo unspecified)	-6	-4%	-13%	14%	-5%	6%	-13%	-5%	-5%[57.1 µM]
CCC1CCCCN1C1Sc2ccc(C(=O)OC)cc2NC1=O (stereo unspecified)	-8	-3%	-4%	-23%[57.1 µM]	4%	-2%	1%	3%	-8%[57.1 µM]
COCc1cc(C)nc2sc3c(c12)NC(c1ccccc1C(=O)O)N(c1cccc(C(F)(F)F)c1)C3=O (stereo unspecified)	-5	19%	-2%	-1%	6%	1%	-5%	0%	-7%

The closing 2 compounds of the section before come first, to join the parts:
SMILES	LDHA block	RGS4 inhibitor	USP1-UAF1 inh	rTrxR1 inhibitor	mIDH1 inhibitor	Vif-APOBEC3F blk	Vif-APOBEC3G blk	Glioma ERSR ind	TrxR1 substrate
CCC1CCCCN1C1Sc2ccc(C(=O)OC)cc2NC1=O (stereo unspecified)	-8	-3%	-4%	-23%[57.1 µM]	4%	-2%	1%	3%	-8%[57.1 µM]
COCc1cc(C)nc2sc3c(c12)NC(c1ccccc1C(=O)O)N(c1cccc(C(F)(F)F)c1)C3=O (stereo unspecified)	-5	19%	-2%	-1%	6%	1%	-5%	0%	-7%
Cc1cc2c(=O)n(C)c(SCC(=O)c3cc4ccccc4o3)nc2s1	0	2%	?	-28%	1%	1%	1%	-4%	-7%
Cc1ccc(OCC(=O)Nc2nnc(SCc3cc(=O)c4ccccc4[nH]3)s2)cc1	-5	-2%	-21%	36%[activator][57.1 µM]	-15%	3%	1%	-2%	2%[57.1 µM]
O=C(NCCc1ccc(Cl)cc1)C1COc2ccccc2C1 (stereo unspecified)	-1	-23%	-7%	21%[57.1 µM]	-2%	2%	6%	-3%	0%[57.1 µM]
Cc1cc(C)n(C(C)CNS(=O)(=O)c2ccc(Cl)cc2)n1 (stereo unspecified)	-17	3%	-4%	15%	0%	9%	0%	-4%	-3%
COc1ccc(C(=O)Nc2cc([N+](=O)[O-])ccc2N2CCCC2)cc1	2	-26%	-9%	?	5%	1%	-4%	-3%	2%[57.1 µM]
CCOCCSc1nnc2nc(C)cc(C)n12	-7	14%	-22%	10%[57.1 µM]	8%	0%	0%	-4%	12%[57.1 µM]
COc1ccc2nc(C)cc(SCC(=O)NNC(=O)COc3cccc4ccccc34)c2c1	-3	?	-14%	-3%	0%	-11%	-6%	-8%	-3%
O=C(CCn1nc(-c2ccc(Cl)cc2)ccc1=O)NCCc1ccccc1	1	9%	-27%	15%[57.1 µM]	2%	1%	0%	-1%	2%[57.1 µM]
N#Cc1ccc(-c2ccc(F)cc2)nc1Oc1ccc(Cl)c(Cl)c1	-4	13%	-5%	-4%	9%	-5%	2%	-1%	8%
COCCn1c(C)cc(C(=O)COC(=O)/C=C/c2c(C)nn(C3CCS(=O)(=O)C3)c2Cl)c1C (stereo unspecified)	-1	7%	-16%	6%	3%	3%	1%	-2%	-1%
C=CCc1cccc(/C=N/NC(=O)CCCNc2ccc(C)cc2)c1O	-6	-8%	-19%	24%	9%	-11%	-17%	0%	6%
O=[N+]([O-])/C(C=Nc1ccccc1O)=C\Nc1ccccc1O	10	14%	-14%	-31%	-11%	0%	-8%	-1%	-10%
O=C(O)/C=C/C(=O)N1N=C(c2ccco2)CC1c1ccco1 (stereo unspecified)	6	5%	-5%	15%[57.1 µM]	1%	?	3%	-3%	15%[57.1 µM]
O=C(O)CC(C(=O)Nc1ccc(Cl)c(Cl)c1)C1CCCO1 (stereo unspecified)	-4	7%	?	19%	-6%	-1%	-3%	-1%	2%
O=C(O)c1ccccc1C(=O)N1N=C(c2ccccc2)CC1c1ccccc1O (stereo unspecified)	1	28%	-26%	6%	-2%	-3%	-4%	2%	0%
CCn1c(C(=O)NCc2ccccc2Cl)cc2sc(Cl)cc21	2	-8%	-27%	4%	.	.	.	.	3%
COc1cccc(-n2ccn(CC(=O)NCc3ccc(C)cc3)c(=O)c2=O)c1	-3	14%	2%	18%	-2%	-11%	-19%	-2%	9%[11.4 µM]
CCOc1ccc2nc(SCC(=O)NC(=O)NCc3ccco3)sc2c1	-1	-39%	-25%	5%[57.1 µM]	4%	-11%	-14%	5%	-10%[57.1 µM]
N#Cc1c(C(F)(F)F)cc(-c2cccc(Cl)c2)[nH]c1=O	3	-6%	-19%	84%[activator][57.1 µM]	-6%	4%	-8%	5%	442%[activator][57.1 µM]

The list is partial; the hit share may differ from the screen's.
